CHOP inhibitor – blocks CHOP induction under ER stress | inhibition, % at 10 µM | CHO-K1 CHOP-promoter luciferase, tunicamycin-induced, 15-18 h | 220,000 compounds, 3.8% hits;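 active means compounds that reduced the stress-induced luciferase reporter signal by more than about 70% of percent inhibition, limit read from the data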;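 further: 0% = tunicamycin plus vehicle and 100% = wells without tunicamycin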
PGE2 EP2 inh – EP2 receptor (human) inhibition. C6 glioma cells expressing human EP2, cAMP TR-FRET; cells stimulated with saturating PGE2. P43116. 260,000 compounds, 0.52% hits. inhibition, % at 25 µM;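 active means percent inhibition above 40 after rounding to a whole number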;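 further: rat C6 glioma host cells with rolipram phosphodiesterase inhibitor present; the protocol text gives 20 µM as final concentration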
Target sequence (P43116 whole entry, looked up): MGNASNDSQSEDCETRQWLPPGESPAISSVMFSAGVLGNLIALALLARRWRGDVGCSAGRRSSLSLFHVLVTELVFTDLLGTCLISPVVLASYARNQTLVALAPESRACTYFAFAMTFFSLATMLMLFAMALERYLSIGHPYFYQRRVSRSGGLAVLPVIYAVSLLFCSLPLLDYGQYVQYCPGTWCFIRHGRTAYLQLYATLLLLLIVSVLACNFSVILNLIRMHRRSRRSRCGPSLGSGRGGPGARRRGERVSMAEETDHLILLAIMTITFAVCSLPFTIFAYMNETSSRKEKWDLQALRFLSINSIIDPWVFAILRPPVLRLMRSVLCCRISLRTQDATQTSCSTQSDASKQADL
FXIIa inh 1536 – inhibitors of human coagulation factor XIIa; purified FXIIa, Boc-QGR-AMC fluorogenic substrate, 2 h; 220,000 compounds, 0.3% hits; inhibition, % at 5 µM; P00748; in the data active means inhibition above about 40%;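 further: 0% = enzyme with no compound and 100% = blank without enzyme; many of its hits are not listed in these tables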
L929 necroptosis – blocks zVAD induced death of L929 cells; L929 zVAD necroptosis rescue, ATP luminescence, 24 h; with zVAD 60 µM; viability rescue, % at 10 µM; 220,000 compounds, 0.38% hits; AID 1377;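 active means activation, scaled between plate controls, above about 75%, limit read from the data; inactive means activation under that limit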;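 further: 0% = zVAD with DMSO and 100% = DMSO alone without zVAD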
Tb hexokinase – T. brucei hexokinase 1 inhibition. recombinant TbHK1, G6PDH-coupled NADH A340. inhibition, % at 10 µM. 220,000 compounds, 0.11% hits. AID 1430;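 active means inhibition of 50% or more in the single-dose primary screen; inactive means inhibition below 50%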
FXIa inh – blocks human coagulation factor XIa protease activity; P03951; purified FXIa, Boc-Glu-Ala-Arg-AMC fluorogenic substrate; inhibition, % at 5 µM; 220,000 compounds, 0.14% hits; AID 798;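 active means inhibition of at least 40%; inactive means inhibition below 40%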;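 further: fluorescence of freed AMC excited at 355 nm; 0% = enzyme without compound and 100% = no enzyme blank; many of its hits are not listed in these tables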
Wee1 degr inh – human Wee1 degradation inhibition, primary screen. P30291. HeLa Luc-Wee1K328M stability, luciferase luminescence; 100% = proteasome inhibitor MG132 effect. reporter increase, % at 5 µM. 220,000 compounds, 1.2% hits. AID 1321;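 active means activation above the mean of all tested compounds plus 3 SD, set per screening run, cut at about 8.8% in these data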;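 further: cells exposed to compound for 20 h before luminescence read; 0% = DMSO alone and 100% = MG132 at 30 µM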
Target sequence (P30291 whole entry K328M): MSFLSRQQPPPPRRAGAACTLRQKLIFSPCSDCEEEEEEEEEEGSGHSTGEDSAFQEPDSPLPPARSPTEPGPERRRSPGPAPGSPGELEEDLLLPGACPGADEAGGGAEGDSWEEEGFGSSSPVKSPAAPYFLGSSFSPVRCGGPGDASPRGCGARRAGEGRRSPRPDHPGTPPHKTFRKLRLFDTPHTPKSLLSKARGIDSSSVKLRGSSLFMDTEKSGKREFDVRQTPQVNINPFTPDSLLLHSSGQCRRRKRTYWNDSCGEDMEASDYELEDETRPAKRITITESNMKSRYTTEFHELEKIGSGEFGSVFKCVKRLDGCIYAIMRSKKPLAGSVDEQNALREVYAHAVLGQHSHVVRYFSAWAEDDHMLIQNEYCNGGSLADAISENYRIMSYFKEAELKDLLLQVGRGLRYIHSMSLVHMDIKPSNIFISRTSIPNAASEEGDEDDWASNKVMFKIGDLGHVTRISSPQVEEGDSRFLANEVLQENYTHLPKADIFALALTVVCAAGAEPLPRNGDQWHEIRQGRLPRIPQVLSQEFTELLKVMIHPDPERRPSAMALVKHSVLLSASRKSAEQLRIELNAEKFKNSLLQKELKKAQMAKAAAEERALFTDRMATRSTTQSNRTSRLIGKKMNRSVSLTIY
TNF death inh – blocks TNF-alpha induced death of Jurkat FADD-/- cells | Jurkat FADD-/- TNF necroptosis rescue, ATP luminescence, 24 h; 0 = TNF only, 100 = no-TNF cells | activation (protection from cell death), % at 10 µM | 220,000 compounds, 0.068% hits;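 active means activation, meaning protection from cell death, of at least 50% relative to plate controls; inactive means activation below 50%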;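 further: necroptosis triggered by 40 ng/mL TNF-alpha added together with compound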
PPC-1+TRAIL kill – PPC-1 cancer cell killing with TRAIL present; PPC-1 cells + TRAIL, ATPLite viability luminescence; AID 1443; cell killing (% activity), % at 4 µM; 220,000 compounds, 0.41% hits;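 active means cell killing above 50% in the first pass at 4 µM, then a duplicate retest at 5 µM averaging 50% or more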;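 further: plate controls were cells with TRAIL plus DMSO for no effect and medium-only wells lacking cells for full effect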
Starred values were filed as active, the others as inactive. Some of the compounds tested; rates above refer to the full screens.

For CC1=NN(c2ccccc2)C(=O)C1C(=O)c1ccc(Cl)cc1 (stereo not given) the results were CHOP inhibitor 8.9, FXIIa inh 1536 3.7, L929 necroptosis 0.0, Tb hexokinase -11.6, FXIa inh 4.5, Wee1 degr inh -1.4, TNF death inh -2.3 and PPC-1+TRAIL kill 12.7.
For Cc1c(-c2nnc(-c3ccc(C(F)(F)F)cc3)o2)cnn1-c1ccccc1 the results were CHOP inhibitor 11.6, PGE2 EP2 inh 15.0, FXIIa inh 1536 10.2, L929 necroptosis -0.1, Tb hexokinase -15.5, FXIa inh -19.4, Wee1 degr inh 2.5, TNF death inh -2.2 and PPC-1+TRAIL kill -6.1.
Screening COc1cc(NC(=O)Cc2c(C(=O)O)[nH]c3ccccc23)cc(OC)c1OC returned CHOP inhibitor 28.6, PGE2 EP2 inh 4.0, FXIIa inh 1536 12.4, L929 necroptosis 0.2, Tb hexokinase 5.3, FXIa inh 1.3, Wee1 degr inh -3.3, TNF death inh -0.2 and PPC-1+TRAIL kill 7.3.
`CCOC(=O)c1sc(Nc2ccc(OCC)cc2)nc1C` gave CHOP inhibitor 73.2*, PGE2 EP2 inh 13.3, FXIIa inh 1536 2.0, L929 necroptosis 33.9, Tb hexokinase -15.7, FXIa inh -6.1, Wee1 degr inh 0.7, TNF death inh 2.6 and PPC-1+TRAIL kill 0.7.
For COc1ccc(CCN2C(=O)NC(NS(=O)(=O)c3ccc(N)cc3)(C(F)(F)F)C2=O)cc1OC (stereo not given) the results were CHOP inhibitor 20.4, PGE2 EP2 inh 10.7, FXIIa inh 1536 13.6, L929 necroptosis -0.5, Tb hexokinase 24.6, FXIa inh 9.1, Wee1 degr inh 1.9, TNF death inh 1.9 and PPC-1+TRAIL kill 26.4.
For COc1cc(N2CCCC2)c(OC)cc1/C=C(/C#N)c1ccc(F)cc1 the results were CHOP inhibitor 16.5, PGE2 EP2 inh 8.1, FXIIa inh 1536 18.8, L929 necroptosis -0.2, Tb hexokinase -5.9, FXIa inh 11.1, Wee1 degr inh 2.7, TNF death inh -1.4 and PPC-1+TRAIL kill 24.6.
For O=C(COC(=O)CCc1nc2ccccc2n1-c1ccccc1)Nc1ccc(N2CCCCC2)cc1 the results were CHOP inhibitor 28.5, PGE2 EP2 inh 3.8, FXIIa inh 1536 9.2, L929 necroptosis 1.1, Tb hexokinase -3.0, FXIa inh 3.7, Wee1 degr inh -1.1, TNF death inh -1.3 and PPC-1+TRAIL kill 21.1.
`Cc1cc(/C=N/n2cnnc2)c(C)n1-c1ccccc1` gave CHOP inhibitor 25.9, PGE2 EP2 inh 16.7, FXIIa inh 1536 3.3, L929 necroptosis -0.4, Tb hexokinase 15.4, FXIa inh -0.2, Wee1 degr inh -0.6, TNF death inh -2.2 and PPC-1+TRAIL kill 12.2.
For CC1CN(c2ccc(S(=O)(=O)N3CCCC3)cn2)CC(C)O1 (stereo not given) the results were CHOP inhibitor 2.9, PGE2 EP2 inh 7.0, FXIIa inh 1536 3.3, L929 necroptosis 0.4, Tb hexokinase -7.6, FXIa inh 0.8, Wee1 degr inh -1.2, TNF death inh 2.0 and PPC-1+TRAIL kill 8.4.
`CCCCSc1nsc(NC(C)=O)n1` gave CHOP inhibitor 0.9, PGE2 EP2 inh 4.2, FXIIa inh 1536 11.7, L929 necroptosis -0.6, Tb hexokinase 5.1, FXIa inh 2.2, Wee1 degr inh 0.8, TNF death inh -4.2 and PPC-1+TRAIL kill 13.3.
For Cc1ccc(N2CCN(C3=NC(=O)/C(=C\c4cn[nH]c4-c4ccccc4)S3)CC2)cc1 the results were CHOP inhibitor 48.0, PGE2 EP2 inh 6.4, FXIIa inh 1536 4.4, L929 necroptosis 0.5, Tb hexokinase 4.6, FXIa inh -10.3, Wee1 degr inh -3.3, TNF death inh 5.9 and PPC-1+TRAIL kill -7.2.
Screening CC12CCC(C(=O)N3CCCc4ccccc43)(CC1=O)C2(C)C (stereo not given) returned CHOP inhibitor 1.1, PGE2 EP2 inh 7.0, FXIIa inh 1536 18.5, L929 necroptosis 4.7, Tb hexokinase 0.0, FXIa inh 9.8, Wee1 degr inh 0.3, TNF death inh 1.0 and PPC-1+TRAIL kill -3.4.
For O=C(NNc1nc2cc3c(cc2s1)OCO3)c1cccc(F)c1 the results were CHOP inhibitor -27.9, PGE2 EP2 inh 4.4, FXIIa inh 1536 8.1, Tb hexokinase -3.8, FXIa inh 7.5, Wee1 degr inh 1.6, TNF death inh 1.5 and PPC-1+TRAIL kill 8.7.
Cn1c(SC/C=C/c2ccccc2)nnc1-c1ccco1 was read as CHOP inhibitor 20.8, PGE2 EP2 inh 14.1, FXIIa inh 1536 8.9, L929 necroptosis -0.1, Tb hexokinase 5.1, FXIa inh 3.2, Wee1 degr inh 12.3*, TNF death inh 0.3 and PPC-1+TRAIL kill -5.4.
For CCOCCCNC(=O)c1c[nH]c2cc(C)ccc2c1=O the results were CHOP inhibitor -9.6, PGE2 EP2 inh 5.3, FXIIa inh 1536 3.5, L929 necroptosis 3.8, Tb hexokinase -0.7, FXIa inh 1.5, Wee1 degr inh 0.1, TNF death inh 3.1 and PPC-1+TRAIL kill 17.5.
Screening CC(OC(=O)c1nn(C)c(=O)c2ccccc12)C(=O)NCc1ccc2c(c1)OCO2 (stereo not given) returned CHOP inhibitor 31.9, PGE2 EP2 inh 11.9, FXIIa inh 1536 12.8, L929 necroptosis 0.2, Tb hexokinase 9.7, FXIa inh 3.7, Wee1 degr inh -3.3, TNF death inh 1.1 and PPC-1+TRAIL kill -15.9.
`O=C(Nc1ncccn1)c1ccc(C(F)(F)F)cc1` gave CHOP inhibitor 20.7, PGE2 EP2 inh 6.3, FXIIa inh 1536 0.4, Tb hexokinase 3.0, FXIa inh -3.6, Wee1 degr inh 1.1, TNF death inh -0.8 and PPC-1+TRAIL kill 1.9.
Cc1onc(-c2ccccc2)c1CNC(=O)Nc1ccc(F)cc1F was read as CHOP inhibitor 14.2, PGE2 EP2 inh 7.7, FXIIa inh 1536 4.6, L929 necroptosis -0.3, Tb hexokinase -6.3, FXIa inh -1.7, Wee1 degr inh -2.8, TNF death inh -1.4 and PPC-1+TRAIL kill 7.9.
Screening O=[N+]([O-])c1ccc(N/N=C/c2sc(N3CCOCC3)nc2-c2ccccc2)c(S(=O)(=O)Nc2ccccc2Cl)c1 returned CHOP inhibitor 84.5*, PGE2 EP2 inh 8.8, FXIIa inh 1536 7.0, L929 necroptosis 1.0, Tb hexokinase 7.5, FXIa inh 7.5, Wee1 degr inh 0.2, TNF death inh 0.9 and PPC-1+TRAIL kill 36.0.
For CCN(CC)S(=O)(=O)c1ccc(S(=O)(=O)Nc2ccc(C(=O)N3CCCC3)cc2)cc1 the results were CHOP inhibitor 27.1, PGE2 EP2 inh -0.1, FXIIa inh 1536 7.5, L929 necroptosis 0.4, Tb hexokinase -1.1, FXIa inh -5.6, Wee1 degr inh -1.3, TNF death inh -3.0 and PPC-1+TRAIL kill 35.0.
Screening CC(C)c1ccc(OCC(=O)NCCO)cc1 returned CHOP inhibitor 8.6, PGE2 EP2 inh 6.6, FXIIa inh 1536 13.7, L929 necroptosis -0.3, Tb hexokinase -1.1, FXIa inh 5.0, Wee1 degr inh -2.6, TNF death inh 0.8 and PPC-1+TRAIL kill 19.1.
`O=S(=O)(N1CCCCC1)N1CCNCC1` gave CHOP inhibitor 18.2, PGE2 EP2 inh 21.1, FXIIa inh 1536 7.9, L929 necroptosis -0.9, Tb hexokinase -4.2, FXIa inh -5.2, Wee1 degr inh -3.2, TNF death inh 0.5 and PPC-1+TRAIL kill 5.0.
For O=C(O)c1ccccc1NC(=O)N1CCOCC1 the results were CHOP inhibitor -3.6, PGE2 EP2 inh 6.1, FXIIa inh 1536 8.7, L929 necroptosis -0.2, Tb hexokinase 1.7, FXIa inh 5.0, Wee1 degr inh -0.2, TNF death inh -0.4 and PPC-1+TRAIL kill -1.0.
CCOC(=O)Cn1c(=O)oc2cc(S(=O)(=O)NC(C)c3ccccc3)ccc21 (stereo not given) was read as CHOP inhibitor 7.6, PGE2 EP2 inh 12.2, FXIIa inh 1536 5.7, L929 necroptosis 0.5, Tb hexokinase 1.0, FXIa inh -4.5, Wee1 degr inh 1.0, TNF death inh 1.1 and PPC-1+TRAIL kill -4.9.
Screening CN(C)C(=O)[C@@H]1C[C@H]1[C@@H](NC(=O)OCc1ccccc1)c1ccccc1 returned CHOP inhibitor -6.5, PGE2 EP2 inh 8.4, FXIIa inh 1536 15.7, L929 necroptosis 0.8, Tb hexokinase -4.6, FXIa inh 7.6, Wee1 degr inh -0.6, TNF death inh -1.5 and PPC-1+TRAIL kill 10.9.
`O=C(Nc1nc(-c2ccccc2)cs1)C1CCCN(S(=O)(=O)c2cccc([N+](=O)[O-])c2)C1` (stereo not given) gave CHOP inhibitor 39.5, PGE2 EP2 inh 6.1, FXIIa inh 1536 19.3, L929 necroptosis 0.0, Tb hexokinase -7.2, FXIa inh 16.5, Wee1 degr inh 1.1, TNF death inh 1.7 and PPC-1+TRAIL kill 6.1.
For Cc1cccc(NC(=O)CSc2nnc(-c3ccco3)c(-c3ccco3)n2)c1C the results were CHOP inhibitor 7.6, PGE2 EP2 inh 13.3, FXIIa inh 1536 -0.7, L929 necroptosis 0.1, Tb hexokinase -2.2, FXIa inh -7.3, Wee1 degr inh 1.7, TNF death inh -1.7 and PPC-1+TRAIL kill 11.6.
CCN(c1ccc(NC(=O)COC(=O)c2ccc3ccccc3n2)cc1)C(C)C was read as CHOP inhibitor 38.0, PGE2 EP2 inh 1.1, FXIIa inh 1536 2.0, L929 necroptosis -0.1, Tb hexokinase -4.0, FXIa inh -2.5, Wee1 degr inh -1.1, TNF death inh -1.0 and PPC-1+TRAIL kill 7.2.
`COc1ccccc1NC(=O)CSc1nnnn1-c1ccc(C)cc1` gave CHOP inhibitor 20.2, PGE2 EP2 inh 12.6, FXIIa inh 1536 16.4, L929 necroptosis -1.2, Tb hexokinase 5.8, FXIa inh 6.4, Wee1 degr inh -2.2, TNF death inh 0.7 and PPC-1+TRAIL kill 16.1.
For O=C(CSC1CN(C(c2ccccc2)c2ccccc2)C1)N/N=C/c1ccccc1 the results were CHOP inhibitor 7.2, PGE2 EP2 inh 6.6, FXIIa inh 1536 4.8, L929 necroptosis 1.3, Tb hexokinase 10.4, FXIa inh -7.2, Wee1 degr inh 4.0, TNF death inh 0.8 and PPC-1+TRAIL kill 4.0.
For COC(/C=C/Nc1ccc(C)cc1)=C(C#N)C#N the results were CHOP inhibitor 2.8, PGE2 EP2 inh -1.4, FXIIa inh 1536 -1.7, L929 necroptosis 0.4, Tb hexokinase -0.4, FXIa inh -1.5, Wee1 degr inh 1.0, TNF death inh -1.8 and PPC-1+TRAIL kill -8.9.
Screening CCCCc1nc(NCCNC(=O)c2ccco2)c(C#N)c2c1CSC(C)(C)C2 returned PGE2 EP2 inh 3.3, FXIIa inh 1536 -4.6, L929 necroptosis -0.9, Tb hexokinase -6.0, FXIa inh -7.6, Wee1 degr inh -0.3, TNF death inh -1.6 and PPC-1+TRAIL kill 24.2.
CCNC(=S)N1CCn2cccc2C1c1ccc(F)cc1 (stereo not given) was read as CHOP inhibitor 4.1, PGE2 EP2 inh 3.1, FXIIa inh 1536 7.3, L929 necroptosis -0.5, Tb hexokinase 2.2, FXIa inh 2.4, Wee1 degr inh -1.2, TNF death inh 0.5 and PPC-1+TRAIL kill -3.7.
